KAT2A inh: qHTS Assay for Inhibitors of GCN5L2. Histone acetyltransferase KAT2A (Homo sapiens), Q92830. GCN5L2 HAT assay, ThioGlo1 CoA-SH fluorescence. Potency, µM (doses to about 58.9 µM), for the others: at the highest dose activity change, negative = inhibition, most hits filed as inhibitors. hit rate 0.21% among 390,000. AID 504327, 2011
Target sequence (Q92830 whole entry, looked up): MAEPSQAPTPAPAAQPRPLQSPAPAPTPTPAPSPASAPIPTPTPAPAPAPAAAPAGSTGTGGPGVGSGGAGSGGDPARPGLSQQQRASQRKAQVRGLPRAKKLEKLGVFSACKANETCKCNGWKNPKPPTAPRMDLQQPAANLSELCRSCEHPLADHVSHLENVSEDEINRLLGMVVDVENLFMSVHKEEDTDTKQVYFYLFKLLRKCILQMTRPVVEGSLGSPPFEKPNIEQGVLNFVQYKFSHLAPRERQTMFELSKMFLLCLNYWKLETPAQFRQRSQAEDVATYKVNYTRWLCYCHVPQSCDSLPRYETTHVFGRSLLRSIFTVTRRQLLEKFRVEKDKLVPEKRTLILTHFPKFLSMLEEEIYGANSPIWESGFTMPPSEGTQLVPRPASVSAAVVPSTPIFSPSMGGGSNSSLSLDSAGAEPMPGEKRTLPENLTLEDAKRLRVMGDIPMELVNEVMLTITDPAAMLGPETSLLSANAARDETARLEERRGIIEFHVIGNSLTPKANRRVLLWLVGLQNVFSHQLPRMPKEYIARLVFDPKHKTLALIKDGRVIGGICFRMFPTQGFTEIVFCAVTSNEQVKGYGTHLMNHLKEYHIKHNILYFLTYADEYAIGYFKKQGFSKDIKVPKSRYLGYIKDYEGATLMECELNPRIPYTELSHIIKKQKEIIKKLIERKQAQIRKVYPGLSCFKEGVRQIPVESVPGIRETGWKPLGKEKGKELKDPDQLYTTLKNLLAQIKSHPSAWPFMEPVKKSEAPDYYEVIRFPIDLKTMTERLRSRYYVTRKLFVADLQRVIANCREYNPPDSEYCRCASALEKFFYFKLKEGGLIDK
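ThioGlo1-coupled HAT assay: 20nM GCN5L2, 70uM acetyl-CoA, 75uM H3(1-25) peptide, pH 7.5. Fluorescence read at 340/540nm at start and after 20 min at room temperature.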
DT40 TDP1 CPT: qHTS for Inhibitors of human tyrosyl-DNA phosphodiesterase 1 (TDP1): qHTS in cells in presence of CPT. hit rate 12% among 420,000. chicken DT40 Tdp1-/-;hTDP1 cells + 20 nM CPT, ATP luminescence, 48 h. Potency, µM (highest dose often 46.2 µM), inactives show at the highest dose activity change, negative = growth inhibition, hits mostly inhibitors; also: nearly all actives have a fitted effect of over 55% in size
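Cell growth measured by CellTiter-Glo luminescence after a minimum 48 h, 37 C compound exposure with 20 nM CPT in Tdp1-knockout DT40 cells stably expressing hTDP1, seeded 400/well; qHTS titration format.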
DT40 TDP1 no CPT: qHTS for Inhibitors of human tyrosyl-DNA phosphodiesterase 1 (TDP1): qHTS in cells in absence of CPT. Potency, µM (titrated, usually from 46.2 µM), for inactives: at the highest dose activity change, negative = growth inhibition, usual class: inhibitors. DT40 Tdp1-/- hTDP1 cells, no CPT, ATP luminescence, 48 h. hit rate 15% among 420,000; also: nearly all actives have a fitted effect of over 55% in size
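Readout: luminescence from CellTiter-Glo after 30 min in the dark at RT. Cells: DT40 Tdp1-/- with stable hTDP1, 400/well. Exposure: compounds alone, ≥48 hr, 37 °C.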
* = called active by the depositor; & = joins results of further samples; [ ] = another dose, or the depositor's remark. Calls follow the shape of the dose curve; as a rule, active = well fitted curve in the direction sought with a large enough effect; inconclusive = small, poorly fitted or top-dose-only effect, or another doubt; inactive = no such curve, though single readings can be large; an effect the other way counts as inactive or inconclusive. % is scaled to controls: 0 for no effect and ±100 for the full control effect; potency is read from the fitted curve at half-maximal effect.

What do the screens show for `C[C@@H]1CN([C@@H](C)CO)S(=O)(=O)c2ccc(C#Cc3cccc(F)c3)cc2O[C@@H]1CN(C)CC1CC1`?
DT40 TDP1 CPT: inconclusive; DT40 TDP1 no CPT: inconclusive

What do the screens show for `CN1CCN(NC(=O)c2ccc(COc3ccccc3Br)o2)CC1`?
KAT2A inh: 4%; DT40 TDP1 CPT: inconclusive; DT40 TDP1 no CPT: inconclusive

What do the screens show for `Cc1cc(-c2ccc(S(=O)(=O)Nc3ccc(Br)c(C)c3)s2)on1`?
KAT2A inh: -1%; DT40 TDP1 CPT: 23µM*; DT40 TDP1 no CPT: 15µM*

Results for Cc1ccc(NC(=O)C2CCN(S(=O)(=O)c3cccs3)CC2)c(O)c1 ?
KAT2A inh: -1%; DT40 TDP1 CPT: inconclusive; DT40 TDP1 no CPT: inconclusive

Results for Cc1nnc(SCC(=O)NC(C)c2ccccc2)[nH]c1=O (centres undefined) ?
KAT2A inh: -2%; DT40 TDP1 CPT: 5%; DT40 TDP1 no CPT: 2%

What do the screens show for `COc1ccc(CCNC(=O)Cc2nn(C)c(=O)c3ccccc23)cc1OC`?
KAT2A inh: -9%; DT40 TDP1 CPT: inconclusive; DT40 TDP1 no CPT: inconclusive

What do the screens show for `CC1Cc2cc(S(=O)(=O)N3CCCC(C(=O)N4CCCCC4)C3)ccc2N1C(=O)C1CC1` (centres undefined)?
KAT2A inh: -1%; DT40 TDP1 CPT: -23%; DT40 TDP1 no CPT: -28%

What do the screens show for `COc1ccccc1N(CC(=O)NCc1ccccn1)S(C)(=O)=O`?
KAT2A inh: 1%; DT40 TDP1 CPT: -18%; DT40 TDP1 no CPT: 2%

What do the screens show for `COc1ccc(NC(=O)c2cccc(Oc3ccc([N+](=O)[O-])cc3Cl)c2)cc1`?
KAT2A inh: -8%; DT40 TDP1 CPT: 5.8µM*; DT40 TDP1 no CPT: 4.6µM*

What do the screens show for `CC[C@@]12C(=O)N(c3cccc(Cl)c3)C(=O)N1[C@H](c1ccc(Br)cc1)[C@@H]1C(=O)N(C(C)(C)C)C(=O)[C@@H]12`?
KAT2A inh: -11%; DT40 TDP1 CPT: 26µM*; DT40 TDP1 no CPT: 16µM*

How did O=C(NNC(=O)c1cccc(Cl)c1)NNC(=O)c1cccc(Cl)c1 do in these assays?
KAT2A inh: -4%; DT40 TDP1 CPT: 0%; DT40 TDP1 no CPT: -10%

How did Cc1cc(C)c(S(=O)(=O)Nc2ccccc2C(=O)N2CCCC2)c(C)c1 do in these assays?
KAT2A inh: -8%; DT40 TDP1 CPT: inconclusive; DT40 TDP1 no CPT: inconclusive

Results for O=C(Nc1cscc1S(=O)(=O)c1ccccc1)c1ccccc1Cl ?
KAT2A inh: -5%; DT40 TDP1 CPT: 7%; DT40 TDP1 no CPT: -11%

How did COc1ccc(N(CC(O)CN2CCOCC2)S(=O)(=O)c2ccccc2)cc1 (centres undefined) do in these assays?
KAT2A inh: -1%; DT40 TDP1 CPT: -25%; DT40 TDP1 no CPT: -7%

What do the screens show for `COc1ccc2[nH]c(O)c(N=NC(=O)c3ccc(NS(=O)(=O)c4cccs4)cc3)c2c1`?
KAT2A inh: -4%; DT40 TDP1 CPT: -11%; DT40 TDP1 no CPT: 7%

What do the screens show for `CCCCc1c(C)[nH]c2c(OC)cccc2c1=S`?
DT40 TDP1 CPT: -7%; DT40 TDP1 no CPT: inconclusive

What do the screens show for `O=c1[nH]c2cc(C(F)(F)F)ccc2n1-c1cc(C(F)(F)F)ccc1O`?
KAT2A inh: -21%&-18%; DT40 TDP1 CPT: inconclusive; DT40 TDP1 no CPT: inconclusive

Results for CCOC(=O)C1=C(O)/C(=C\c2sccc2C)N=C1C ?
KAT2A inh: -9%; DT40 TDP1 CPT: -12%; DT40 TDP1 no CPT: -20%

Results for CCOc1cc(/C=N\NC(=O)c2c(C)nc3ccccn23)ccc1O ?
KAT2A inh: -17%; DT40 TDP1 CPT: 8%; DT40 TDP1 no CPT: 3%

Results for CC(=O)Nc1ccc(N2C(C(C)=O)=NN(c3ccc(Cl)cc3)C2c2sccc2C)cc1 (centres undefined) ?
KAT2A inh: -13%; DT40 TDP1 CPT: 23µM*; DT40 TDP1 no CPT: 23µM*

How did Cc1ccc(S(=O)(=O)c2c[nH]c3ccc(Cl)cc3c2=O)cc1 do in these assays?
KAT2A inh: 14%; DT40 TDP1 CPT: 29%; DT40 TDP1 no CPT: -5%

Results for CC1=C(C#N)C(=O)NC(=O)/C1=C\c1ccc(-c2cc(C)c(C)cc2[N+](=O)[O-])o1 ?
KAT2A inh: inconclusive; DT40 TDP1 CPT: inconclusive; DT40 TDP1 no CPT: inconclusive

What do the screens show for `COc1ccc(COCCN2CCN(S(=O)(=O)c3ccccc3)CCC2=O)cc1`?
KAT2A inh: -4%; DT40 TDP1 CPT: -3%; DT40 TDP1 no CPT: 5%

Results for CCCc1cc(=O)[nH]c(SCc2cccc(C)c2)n1 ?
KAT2A inh: -12%; DT40 TDP1 CPT: -21%; DT40 TDP1 no CPT: 2%

What do the screens show for `COc1ccccc1CC(=O)NC1CCCCCC1`?
KAT2A inh: -27%; DT40 TDP1 CPT: -4%; DT40 TDP1 no CPT: 1%

What do the screens show for `COC(=O)c1c(C)c(OC(=O)c2c(C)cc(O)c(C=O)c2O)cc(C)c1O`?
DT40 TDP1 CPT: -17%; DT40 TDP1 no CPT: -8%

What do the screens show for `COc1ccc(-c2[nH]ncc2-c2ccc3c(c2)OCCO3)c(O)c1`?
DT40 TDP1 CPT: 4.6µM*; DT40 TDP1 no CPT: 7.3µM*

Results for COc1cc(CNc2ccc(N3CCCCC3)cc2)ccc1OCC(=O)NC(C)(C)C ?
KAT2A inh: -7%; DT40 TDP1 CPT: inconclusive; DT40 TDP1 no CPT: 23µM*

Results for CC(=O)O[C@@H]1[C@H](OC(=O)CC(C)C)c2c(ccc3ccc(=O)oc23)OC1(C)C ?
KAT2A inh: -6%; DT40 TDP1 CPT: 26µM*; DT40 TDP1 no CPT: inconclusive

Results for CS(=O)(=O)N(CC(=O)NCCSCc1ccccc1)c1cc(C(F)(F)F)ccc1Cl ?
KAT2A inh: -4%; DT40 TDP1 CPT: 21µM*; DT40 TDP1 no CPT: 15µM*

Results for Cc1nc(SCC(=O)Nc2ccccc2C)cc(-c2ccccc2)n1 ?
KAT2A inh: 2%; DT40 TDP1 CPT: -7%; DT40 TDP1 no CPT: -7%

Results for Cc1c(C(=O)OCCOc2ccccc2)[nH]c2c1C(=O)CC(c1ccccc1)C2 (centres undefined) ?
KAT2A inh: 2%; DT40 TDP1 CPT: 0.23µM*; DT40 TDP1 no CPT: 0.15µM*

How did Cc1nn(C)cc1CN(C)C(=O)c1ccc(OC2CCN(Cc3ccccn3)CC2)cc1 do in these assays?
KAT2A inh: -5%; DT40 TDP1 CPT: inconclusive; DT40 TDP1 no CPT: -24%

What do the screens show for `O=C(Cc1cccs1)N1CCN=C1SCc1cccc(F)c1`?
KAT2A inh: -10%; DT40 TDP1 CPT: -19%; DT40 TDP1 no CPT: -4%

How did Cc1ccc(/C=N/Nc2ccc(F)cc2)s1 do in these assays?
KAT2A inh: 1%; DT40 TDP1 CPT: inconclusive; DT40 TDP1 no CPT: -11%

How did COc1cc(N)c(Cl)cc1C(=O)NC1CCN(Cc2ccccc2)CC1 do in these assays?
KAT2A inh: 2%; DT40 TDP1 CPT: -19%; DT40 TDP1 no CPT: -16%

How did N/C(=N\c1nc2ccccc2o1)NC(=O)c1cccc(Cl)c1 do in these assays?
KAT2A inh: -4%; DT40 TDP1 CPT: inconclusive; DT40 TDP1 no CPT: inconclusive

Results for CN(CC(=O)Nc1ccc(F)cc1[N+](=O)[O-])Cc1ccccc1 ?
KAT2A inh: -5%; DT40 TDP1 CPT: 10%; DT40 TDP1 no CPT: -15%

How did COc1ncc2nc(C)c(=O)n(C3CC3)c2n1 do in these assays?
KAT2A inh: -12%; DT40 TDP1 CPT: 3%; DT40 TDP1 no CPT: 2%

What do the screens show for `CN(C)c1ncc2nc(-c3cccs3)c(=O)n(C[C@H]3CCCO3)c2n1`?
KAT2A inh: -14%; DT40 TDP1 CPT: -4%; DT40 TDP1 no CPT: 12%

Five compounds out of the list, arranged by heavy-atom count, highest first.
What do the screens show for `COC(=O)c1c(C)c(OC(=O)c2c(C)cc(O)c(C=O)c2O)cc(C)c1O`?
DT40 TDP1 CPT: -17%; DT40 TDP1 no CPT: -8%

What do the screens show for `CN(C)c1ncc2nc(-c3cccs3)c(=O)n(C[C@H]3CCCO3)c2n1`?
KAT2A inh: -14%; DT40 TDP1 CPT: -4%; DT40 TDP1 no CPT: 12%

Results for CN(CC(=O)Nc1ccc(F)cc1[N+](=O)[O-])Cc1ccccc1 ?
KAT2A inh: -5%; DT40 TDP1 CPT: 10%; DT40 TDP1 no CPT: -15%

How did Cc1ccc(S(=O)(=O)c2c[nH]c3ccc(Cl)cc3c2=O)cc1 do in these assays?
KAT2A inh: 14%; DT40 TDP1 CPT: 29%; DT40 TDP1 no CPT: -5%

Results for CCCc1cc(=O)[nH]c(SCc2cccc(C)c2)n1 ?
KAT2A inh: -12%; DT40 TDP1 CPT: -21%; DT40 TDP1 no CPT: 2%

(continued)
How did CCOC(=O)c1c(NC(=O)c2cc(-c3cccc(OC)c3)on2)sc2c1CCCC2 do in these assays?
KAT2A inh: -21%; DT40 TDP1 CPT: -5%; DT40 TDP1 no CPT: -13%

What do the screens show for `O=C(NC1CCCc2ccccc21)C1CCN(S(=O)(=O)c2cnc[nH]2)CC1` (centres undefined)?
KAT2A inh: -9%; DT40 TDP1 CPT: -10%; DT40 TDP1 no CPT: -6%

Results for Cc1ccc(NS(=O)(=O)c2ccc(-c3ccc(=O)[nH]n3)o2)cc1N(C)C ?
KAT2A inh: -22%; DT40 TDP1 CPT: -19%; DT40 TDP1 no CPT: 1%

How did CCCCCCN1C[C@H](n2cc(COC(=O)c3ccccc3)nn2)[C@@H](O)C[C@@H]1c1ccc(Cl)cc1 do in these assays?
DT40 TDP1 CPT: inconclusive; DT40 TDP1 no CPT: inconclusive

How did COC(=O)Cn1c(C)c(C#N)c2ccccc21 do in these assays?
KAT2A inh: 0%; DT40 TDP1 CPT: 9%; DT40 TDP1 no CPT: -18%

Results for NC(c1cccc(F)c1)c1nc(-c2ccc(Cl)cc2)cs1 (centres undefined) ?
DT40 TDP1 CPT: inconclusive; DT40 TDP1 no CPT: inconclusive

What do the screens show for `COC(=O)c1cc(C(=O)c2c(C)cc3ccccn23)cc([N+](=O)[O-])c1`?
KAT2A inh: -1%; DT40 TDP1 CPT: 8.2µM*; DT40 TDP1 no CPT: 12µM*

How did O=C(COc1ccccc1)Nc1ccc(C(=O)OCc2cc(=O)n3nc(C4CC4)sc3n2)cc1 do in these assays?
KAT2A inh: -6%; DT40 TDP1 CPT: -20%; DT40 TDP1 no CPT: 1%

What do the screens show for `O=C(O)CCSCC(=O)Nc1c(C(=O)C2CC2)oc2ccccc12`?
KAT2A inh: -1%; DT40 TDP1 CPT: -22%; DT40 TDP1 no CPT: -1%

What do the screens show for `COc1cc2c(cc1OC)C1(Nc3c-2c(C)nn3-c2ccccc2)C(=O)Nc2ccccc21` (centres undefined)?
KAT2A inh: -1%[0.501 µM]; DT40 TDP1 CPT: -22%; DT40 TDP1 no CPT: -26%

How did Cc1ccc(-n2nc(C(N)=O)nc2-c2ccccc2)cc1 do in these assays?
KAT2A inh: 5%; DT40 TDP1 CPT: 0%; DT40 TDP1 no CPT: -20%

How did CCOC(=O)/C(C#N)=N/Nc1ccccc1C#N do in these assays?
KAT2A inh: 3%; DT40 TDP1 CPT: 8.2µM*; DT40 TDP1 no CPT: 21µM*

Results for COc1ccc(CCNC(=O)CCC(=O)NC2CCCC(C)C2C)cc1OC (centres undefined) ?
KAT2A inh: 1%; DT40 TDP1 CPT: 1%; DT40 TDP1 no CPT: -18%

Results for Cc1cccc(NC(=O)C2CCCN(c3ncnc4c3nc3n4CCCCC3)C2)n1 (centres undefined) ?
KAT2A inh: inconclusive; DT40 TDP1 CPT: 10µM*; DT40 TDP1 no CPT: 7.3µM*

What do the screens show for `C=CCNC(=O)c1ccc(N(Cc2ccc(Cl)cc2)S(C)(=O)=O)cc1`?
KAT2A inh: -15%; DT40 TDP1 CPT: -3%; DT40 TDP1 no CPT: 12%
